# Bioassay records as filed in PubChem.
# All columns: NCI-60 one-dose screen, growth in % after 48 h at 10 µM unless noted; 100 = growth as untreated, 0 = no growth, -100 = all killed.
# IGROV1 = IGROV1 ovarian cancer; 79,000 tested, 4.7% active
# 786-0 = 786-0 renal cancer cells; 81,000 tested, 5.1% active
# UO-31 = UO-31 renal cancer. 81,000 tested, 5.2% active
# OVCAR-4 = OVCAR-4 ovarian cancer cells. 80,000 tested, 3.7% active. AID 1794784
# OVCAR-5 = OVCAR-5 ovarian cancer | 82,000 tested, 2.9% active
# SN12C = SN12C renal cancer cells. 81,000 tested, 3.8% active
# TK-10 = TK-10 renal cancer cells; 81,000 tested, 3.9% active; AID 1794769
# SK-OV-3 = SK-OV-3 ovarian cancer cells. AID 1794785. 80,000 tested, 3.2% active
# The depositor's hits bear a star; nt = no result given; & = joins results of further samples. Rule for the calls: active = growth percent below 10; inactive = the rest. No enrichment for hits; overall some 8.7% were active at least once.
Structure,IGROV1,786-0,UO-31,OVCAR-4,OVCAR-5,SN12C,TK-10,SK-OV-3
COC(=O)C1=C/C(=C/Nc2ccccc2)C2=C1C(=O)C1C(O)=CC(C)=CC1O2 (stereo not given),95,99,56,99,96,85,122,92
N#Cc1c(NC(=O)c2ccco2)[n+]([O-])c2ccc(F)cc2[n+]1[O-],91,104,nt,86,110,106,110,87
O=C(COc1cccc2cccnc12)Nc1ccc(C(=O)/C=C/c2cccc3ccccc23)cc1,94,93,76,99,115,89,129,115
N#Cc1cccc(C(F)(F)F)c1,109,105,86,116,94,102,113,107
CC(=O)c1c(C)nc2ccccc2c1/C=C/c1ccccc1,101,89,71,95,86,90,102,83
COc1ccc2nc3ccccc3c(NCc3ccc(Cl)cc3)c2c1,16,-77*,1.9*,25,27,22,53,64
Clc1ccc(-c2nc3ccccc3[nH]2)c(Cl)c1,76,101,65,93,105,105,132,97
CCCCN1C(=O)C2C3C=CC(C3)C2C1=O (stereo not given),102,102,98,104,99,91,99,105
O=c1onc(-c2cc3ccccc3nc2Cl)n1-c1ccc(Br)cc1,95,97,57,97,120,nt,131,62
CC(C(O)c1cccc2ccccc12)N(C)C (stereo not given),113,102,91,96,113,105,103,98
COc1cc(C2=NN(C(C)=O)C(c3ccc(Cl)cc3)C2)cc(OC)c1OC (stereo not given),87,100,76,80,97,102,112,104
COc1cccc(-c2nc3sccn3c2-c2ccnc(NCCNS(=O)(=O)c3ccc(Br)cc3)c2)c1,68,75,42,56,97,71,80,79
COc1cccc(NC(=O)c2sc3nc(C)c(C(O)c4ccccc4)cc3c2N)c1 (stereo not given),26,34,48,70,47,19,51,13
O=C(O)CSCC(=O)N1CCN(c2cc3c(cc2F)c(=O)c(C(=O)O)cn3C2CC2)CC1,100,104,89,108,102,101,117,121
COc1ccc(-c2cc(-c3ccc(OC)c(OC)c3)nc(SCCCC(=O)NO)n2)cc1,-25*,-21*,-74*,13,16,5.6*,0.0*,-21*
O=C1C(=O)c2ccccc2C(O)=C1CCCCCCCCCCO,94,79,84,108,106,88,109,116
COc1ccc(CC(C)=C(c2ccc(O)cc2)c2ccc(O)cc2)cc1,99,108,77,100,105,102,104,115
CC(=O)Nc1ccc(N)c(S(=O)(=O)O)c1,108,100,95,118,111,97,96,100
CCN(CC)CC(O)CN1CCNCC1 (stereo not given),90,98,89,96,85,100,67,95
Cn1c[n+](C)ccc1=O,118,99,93,117,109,100,107,101

# Among those listed so far, these contain a cyano group:
Structure,IGROV1,786-0,UO-31,OVCAR-4,OVCAR-5,SN12C,TK-10,SK-OV-3
N#Cc1c(NC(=O)c2ccco2)[n+]([O-])c2ccc(F)cc2[n+]1[O-],91,104,nt,86,110,106,110,87
N#Cc1cccc(C(F)(F)F)c1,109,105,86,116,94,102,113,107

# Single records, as listed above. Values in the order: IGROV1	786-0	UO-31	OVCAR-4	OVCAR-5	SN12C	TK-10	SK-OV-3
# `COc1cccc(-c2nc3sccn3c2-c2ccnc(NCCNS(=O)(=O)c3ccc(Br)cc3)c2)c1` as listed: 68	75	42	56	97	71	80	79
# `CCCCN1C(=O)C2C3C=CC(C3)C2C1=O` (stereo not given) as listed: 102	102	98	104	99	91	99	105
# `COc1cc(C2=NN(C(C)=O)C(c3ccc(Cl)cc3)C2)cc(OC)c1OC` (stereo not given) as listed: 87	100	76	80	97	102	112	104
# `O=C(O)CSCC(=O)N1CCN(c2cc3c(cc2F)c(=O)c(C(=O)O)cn3C2CC2)CC1` as listed: 100	104	89	108	102	101	117	121

# New compounds follow
Structure,IGROV1,786-0,UO-31,OVCAR-4,OVCAR-5,SN12C,TK-10,SK-OV-3
CC(C)CNS(=O)(=O)c1ncnc2nc[nH]c12,121,76,94,97,114,122,135,118
O=C1CSc2cc(Cl)ccc2N1,105,110,69,104,108,100,105,98
C=C1C(=O)O[C@H]2[C@H]1CC/C(COC(=O)NCc1ccc(Cn3c(=O)sn(-c4ccc(Cl)cc4)c3=O)cc1)=C\CC[C@@]1(C)O[C@@H]21,54,71,58,54,93,70,45,107
COc1cc(/C=C2\Cc3c(F)ccc(Br)c3C2=O)cc(OC)c1,94,104,87,101,98,100,137,106
CC1(C)C(Cl)(Cl)C(C)(C)C1(Cl)Cl,106,104,87,101,104,94,109,106
O=C(/C=C\c1ccc2c(c1)OCO2)/C=C/c1ccc2c(c1)OCO2,89,65,76,85,108,87,96,92
COc1cc(-c2ccc(NC(=O)c3cc4ccccc4cc3O)c(OC)c2)ccc1NC(=O)c1cc2ccccc2cc1O,88,105,69,105,114,63,137,92
O=C(O)C(O)C(O)C(O)C(O)C(O)C(O)CO (stereo not given),115,103,108,109,108,110,117,115
COc1ccc(/C(C)=C(\c2ccc(Cl)cc2)c2ccc(OCCN3CCCC3)cc2)cc1,49,-32*,35,64,65,66,70,83
COC1C(C)(C)C1(Br)Br (stereo not given),111,104,94,104,96,102,106,105
CCOC(=O)/C=c1\sc2n(c1=O)NC1C(N=2)N(C)C(=O)N1C (stereo not given),106,97,96,108,102,102,114,109
O=C(Nc1ccc(Cl)cn1)C1(c2ccccc2)CCCCC1,534,97,181,92,102,106,126,117
O=C(Nc1cc(F)cc(F)c1)c1nc(-c2ccccc2)n(-c2cccc3ccccc23)n1,46,86,24,54,80,77,88,78
CC1CCCN(C(=O)Nc2ccc([N+](=O)[O-])cc2)C1 (stereo not given),101,97,87,98,87,96,106,104
C/C=C/CCC(=O)c1cc(C(=O)OC)c(OC)cc1O,103,109,79,109,112,98,108,81
Brc1ccc2[nH]c(-c3cn(Cc4ccccc4)c4ncccc34)nc2n1,109,93,62,98,116,92,103,98
O=C(/C=C/c1ccc(C(F)(F)F)cc1)C(F)(F)C(=O)/C=C/c1ccc(C(F)(F)F)cc1,104,99,85,106,105,99,99,105
N#Cc1c(N)nc2c(nnn2-c2ccccc2Cl)c1N,89,95,70,91,101,93,105,86
O=C(Nc1cc(=O)[nH]c(SCC(=O)N2CCN(c3cc4c(cc3F)c(=O)c(C(=O)O)cn4C3CC3)CC2)n1)c1ccc(Cl)cc1,104,105,80,104,101,97,92,97
N#Cc1c(-c2cccnc2)cc(-c2ccc3ccccc3c2)[nH]c1=O,98,12,79,65,106,74,109,112

# Following part:
Structure,IGROV1,786-0,UO-31,OVCAR-4,OVCAR-5,SN12C,TK-10,SK-OV-3
O=P(O)(O)OCC1OC(n2cnc3c(NCc4ccccc4)ncnc32)C(O)C1O (stereo not given),1.3*,21,41,26,58,20,11,9.3*
N#CC(COC(=O)Nc1cccc(Cl)c1)OCCO (stereo not given),113,98,92,106,110,104,106,103
CC(N)COc1ccccc1 (stereo not given),109&115,98&105,90&90,100&103,105&110,101&100,90&104,99&102
O=C(N=Nc1c(O)n(Cc2ccccc2)c2ccccc12)c1cc(-c2ccccc2)on1,97,100,86,106,94,98,107,105
CCOC(=O)c1ccc2c(c1)nc(/C=C/c1ccc(OC)cc1)n2-c1cc(C(C)(C)C)[nH]n1,105,98,81,110,112,90,100,120
COC(=O)c1[nH]nc2c1C1(C(=O)N(C)c3ccccc31)C(C#N)=C(N)O2 (stereo not given),105,102,80,98,103,98,102,98
COc1cc(C2CC(c3ccc(Nc4nc(Nc5ccc(Cl)cc5)nc(Nc5ccc(Cl)cc5)n4)cc3)=NN2C(C)=O)cc(OC)c1OC (stereo not given),86,91,85,97,93,102,118,126
Cc1c(C(=O)NCCc2ccc(N3CCCC3)cc2)[nH]c2ccc(Cl)cc2c1=O,97,99,84,114,99,nt,98,89
Cc1ccc2c(c1)c(-c1nc(-c3cn(C)c4ncccc34)cs1)cn2C(=O)OC(C)(C)C,95,108,nt,nt,98,98,126,102
O=C(O)c1ccc(Cl)cc1[N+](=O)[O-],91,113,84,123,123,100,101,103
Cc1ccc(S(=O)(=O)NCCCNc2nccc(-c3cn(C(C)(C)C)nc3-c3ccc(Cl)c(O)c3)n2)cc1,99,94,80,86,114,87,148,100
NS(=O)(=O)c1ccc(-n2cc(CC=O)nn2)cc1,102,102,88,101,104,106,98,112
CS(=O)(=O)c1ccc(-c2nc3ccccc3n2CC(=O)c2n[nH]c(=S)o2)cc1,103,111,89,101,89,101,102,106
O=C(Cn1cnc2c(cc(-c3ccccc3)n2-c2ccncc2)c1=O)Nc1ccccc1,nt,100,95,125,106,106,125,105
Nc1nc(N)c2cc(Sc3ccc4ccccc4c3)ccc2n1,28,23,22,nt,50,28,50,62
O=C(CN1CCOCC1)N1CCN(C(=O)CN2CCOCC2)CC1,95,100,78,101,106,99,110,97
N=S(=O)(NC(=O)c1ccc(Cl)cc1Cl)c1ccc(Br)s1 (stereo not given),-1.5*,90,79,nt,119,94,98,96
O=C1OCC(CC2=C(O)C(=O)OC2)=C1O,115&107,91&101,84&88,96&109,98&111,96,101&106,103&112
CC(/C=C/c1ccc(Br)cc1)=N\OCC(=O)O,108,96,82,116,105,106,90,104
COc1ccc(/C=C2\N=C(C)N(CCc3ccc(S(=O)(=O)NC(=S)NCc4ccccc4)cc3)C2=O)cc1OC,92,79,66,60,103,83,118,98

# Next part
Structure,IGROV1,786-0,UO-31,OVCAR-4,OVCAR-5,SN12C,TK-10,SK-OV-3
O=[N+]([O-])c1cccc(/C=C/c2ccccn2)c1,87,53,69,70,96,84,104,94
CCN1CCN(C(C(=O)NCc2ccccc2)c2ccc(Cl)cc2)C(=O)c2ccccc2C1=O (stereo not given),99,99,87,104,114,96,102,104
CCc1cccc2c1S/C(=C/c1ccc(OC)cc1)C2=O,30,64,53,59,76,49,127,79
CCC(C)Nc1ccc(N)cc1 (stereo not given),nt,-36*,-2.9*,-4.8*,74,10,45,39
CCc1ccn2c(=O)c(C)cnc2c1,95,105,75,110,117,104,108,97
Cc1ccc(/C=C/C(=O)c2ccc3c(c2)OCO3)s1,86,86,77,87,99,88,nt,104
Cc1nc([N+](=O)[O-])c(Sc2nncc(-c3ccccc3)n2)n1C,90,94,60,84,80,87,74,109
CNc1nc(SCc2ccccc2)ncc1C,117,104,94,105,107,105,112,104
COc1ccc(N=NN(C)C)cc1,110,101,89,109,115,105,nt,109
Cn1c(=O)c2c(nc(CCc3ccccc3)n2C)n(C)c1=O,112,102,81,114,105,96,96,100
CCCNC(=O)c1sc2ncnc(Nc3ccc(NC(=O)Nc4cccc(OC)c4)cc3)c2c1C,103,94,82,107,122,100,93,103
Cc1ccc(-c2cc(-c3cc(Cl)ccc3O)[nH]n2)cc1,42,95,40,61,93,57,105,79
O=c1nc(-c2ccccc2)c2cc(-c3ccc(C(F)(F)F)cc3)ccc2[nH]1,111,93,94,97,115,95,88,107
Cc1cc(C)c2nc(Nc3nc(C)c(C)c(=O)[nH]3)nc(C)c2c1,9.5*,6.3*,11,21,49,20,17,7.9*
CC(=O)Nc1cc2c(cc1Br)-c1ccccc1C2O (stereo not given),41,105,57,94,90,92,135,94
CC1CC(=O)NN1 (stereo not given),89,100,86,93,107,100,99,99
O=C(/C=C/c1sc(Cl)nc1Cl)c1ccc(Br)cc1,68,92,80,108,95,42,92,105
